EPAC2 antagonist = qHTS for Antagonist of cAMP-regulated guanine nucleotide exchange factor 2 (EPAC2): primary screen | 360,000 compounds, 0.18% hits | EPAC2 GEF exchange of Rap1B-BODIPY-GDP, fluorescence | Rap guanine nucleotide exchange factor 4 (Homo sapiens), Q8WZA2 | Potency, µM (top dose mostly 114 µM), without a hit: top-dose activity, negative = inhibition, usual class: inhibitors | AID 720708, 2013; also: potency is read from the fitted curve at half-maximal effect; % is scaled to controls: 0 for no effect and ±100 for the full control effect; nearly all actives have a fitted effect of over 45% in size; many of its hits are not listed in these tables
Target sequence (Q8WZA2 whole entry, looked up): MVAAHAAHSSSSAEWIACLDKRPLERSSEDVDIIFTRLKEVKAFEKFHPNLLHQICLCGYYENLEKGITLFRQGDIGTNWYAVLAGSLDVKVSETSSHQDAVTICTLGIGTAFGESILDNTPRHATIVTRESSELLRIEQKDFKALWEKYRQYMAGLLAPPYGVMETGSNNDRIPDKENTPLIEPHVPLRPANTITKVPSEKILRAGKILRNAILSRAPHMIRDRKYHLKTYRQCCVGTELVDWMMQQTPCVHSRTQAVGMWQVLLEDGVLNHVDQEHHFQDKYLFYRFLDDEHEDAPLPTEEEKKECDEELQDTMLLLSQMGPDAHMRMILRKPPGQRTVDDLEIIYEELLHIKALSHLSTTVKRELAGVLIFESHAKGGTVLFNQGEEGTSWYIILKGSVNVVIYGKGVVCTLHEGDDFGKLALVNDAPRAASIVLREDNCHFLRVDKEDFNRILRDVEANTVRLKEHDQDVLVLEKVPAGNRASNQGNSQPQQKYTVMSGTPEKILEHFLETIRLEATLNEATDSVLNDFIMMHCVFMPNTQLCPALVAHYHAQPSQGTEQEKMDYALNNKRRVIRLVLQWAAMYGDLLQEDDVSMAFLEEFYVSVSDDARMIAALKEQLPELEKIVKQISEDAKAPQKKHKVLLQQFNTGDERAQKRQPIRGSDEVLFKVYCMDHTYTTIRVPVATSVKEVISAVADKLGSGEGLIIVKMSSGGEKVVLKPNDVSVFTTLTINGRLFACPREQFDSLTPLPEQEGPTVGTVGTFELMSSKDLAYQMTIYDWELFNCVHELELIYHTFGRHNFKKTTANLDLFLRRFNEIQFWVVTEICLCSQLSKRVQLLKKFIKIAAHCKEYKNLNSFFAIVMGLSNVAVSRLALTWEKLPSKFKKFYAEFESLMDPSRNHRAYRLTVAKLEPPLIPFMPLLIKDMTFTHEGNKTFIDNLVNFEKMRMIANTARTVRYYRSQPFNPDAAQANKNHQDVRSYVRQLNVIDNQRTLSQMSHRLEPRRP
Nrf2 inh = Nrf2 qHTS screen for inhibitors | A549 ARE-Fluc reporter, luciferase luminescence, 18-24 h | Potency, µM (doses to about 46 µM), without a hit: top-dose activity change, negative = inhibition, actives largely listed as inhibitors | 360,000 compounds, 2.1% hits; also: potency is read from the fitted curve at half-maximal effect; % is scaled to controls: 0 for no effect and ±100 for the full control effect; nearly all actives have a fitted effect of over 60% in size
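Two sequential reads on A549 ARE_Fluc cells exposed to compound for 18-24 h: a CellTiter-Fluor fluorescence read for viability, then a luciferase luminescence read for Nrf2/ARE activity.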
A549 viability = Nrf2 qHTS screen for inhibitors: counterscreen for cytotoxicity; Potency, µM (titrated, usually from 46 µM), inactives show top-dose activity change, negative = cytotoxicity, actives largely listed as inhibitors; AID 504648, 2011; 390,000 compounds, 0.16% hits; A549 ARE-Fluc cells, CellTiter-Fluor viability, 18-24 h; also: potency is read from the fitted curve at half-maximal effect; % is scaled to controls: 0 for no effect and ±100 for the full control effect
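A549 ARE_Fluc cells in 5% FBS OPTI-MEM were exposed to compounds in concentration-response for 18-24 h at 37 deg C. Viability was read by CellTiter-Fluor fluorescence (Ex 405/Em 525) after 30 min, before the luciferase read.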
EPAC2 agonist = qHTS for Agonist of cAMP-regulated guanine nucleotide exchange factor 4 (EPAC2): primary screen; Rap guanine nucleotide exchange factor 4 (Homo sapiens), Q8WZA2; EPAC2 activation, biochemical qHTS; response scale: 100% = 6.5 mM cAMP response; Potency, µM (top dose mostly 154 µM), inactives show at the highest dose activation, most hits filed as activators; 360,000 compounds, 0.079% hits; also: potency is read from the fitted curve at half-maximal effect; nearly all actives have a fitted effect of over 50% in size
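Each well held 100 nM EPAC2, 250 nM RAP1B-BODIPY-GDP and 50 uM GDP. Fluorescence, read at 5-min intervals to 30 min, was referenced to a 6.5 mM cAMP positive control.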
MmCpn inh = Inhibitors of TCP-1 ring complex (TRiC) of Methanococcus maripaludis (MmCpn): qHTS. 330,000 compounds, 0.031% hits. Potency, µM (doses to about 76.9 µM), inactives show at the highest dose activity, negative = inhibition, usual class: inhibitors. purified Mm-Cpn ATPase, ADP Transcreener TR-FRET. Chaperonin Mm-Cpn (Methanococcus maripaludis); also: potency is read from the fitted curve at half-maximal effect; % is scaled to controls: 0 for no effect and ±100 for the full control effect; nearly all actives have a fitted effect of over 80% in size
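Compound-treated chaperonin, 25 nM final, turns over 10 uM ATP at 37°C for 30 min following a 10 min preincubation; ADP generated competes with ADP-d2 for Eu-cryptate antibody, lowering FRET.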
Nrf2 ARE act = qHTS of Nrf2 Activators. Potency, µM (highest dose often 46.1 µM), for the others: top-dose activation, most hits filed as activators. AREc32 ARE-luciferase reporter (MCF7-derived line), luminescence, 24 h. 410,000 compounds, 0.31% hits; also: potency is read from the fitted curve at half-maximal effect; % of control where 0% means no effect; nearly all actives have a fitted effect of over 65% in size
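Nrf2 activation is followed as ARE-luciferase induction in the AREc32 line after one day of compound treatment; luminescence is read with Steady-Glo.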
pAkt inh = HTS Assay for Inhibitors of Akt Phophorylation: Primary Screen; activity change, % for hits at 50 µM; 360,000 compounds, 0.32% hits; Neuro2A IGF-stimulated pAkt S473 HTRF, 20 min; active compounds read low; in the data active = activity change below about -80%; inconclusive = mostly about -51% to -80%; also: % is scaled to controls: 0 for no effect and ±100 for the full control effect
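Neuro2A cells in DMEM with 0.5% FBS, overnight at 37 deg C, given compound at single 50 µM final, then IGF (6 nM final) for 20 min at 37 deg C. Lysed; phospho-Akt Ser473 by HTRF after 24 h, 665/615 ratio.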
CCT modulator = High-Throughput Screening for Modulators of Cytosolic Chaperonin Activity; purified chaperonin ATPase assay, HTRF ADP detection, 30 min; activity change, % (test concentration not listed), hits read low; 360,000 compounds, 0.3% hits; AID 651819, 2012; in the data active = activity change below about -30%; also: % is scaled to controls: 0 for no effect and ±100 for the full control effect
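ATPase activity: ADP formed was measured by HTRF Transcreener (665/615 nm ratio) after 30 min at 37 deg C with 10 uM ATP. Compounds screened at one 76 uM concentration against 40 or 20 nM TRiC in Tris pH 7.4/KCl/MgCl2/DTT buffer.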
TGFb inhibitor = qHTS for Inhibitors of TGF-b. HepG2 CAGA-GFP TGF-b/SMAD3 reporter, GFP fluorescence, 18 h; TGF-beta stimulated, 500 pg/mL final. Potency, µM (top dose mostly 46.1 µM), without a hit: at the highest dose activity, negative = inhibition, actives largely listed as inhibitors. 410,000 compounds, 1.2% hits; also: potency is read from the fitted curve at half-maximal effect; % is scaled to controls: 0 for no effect and ±100 for the full control effect; nearly all actives have a fitted effect of over 65% in size
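Using HEPG2 CAGA-GFP reporter cells at 1000 cells/well, we pinned test compounds, stimulated with recombinant TGF-beta (500 pg/mL final) and measured total well GFP after 18 h.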
Starred values were filed as active, the others as inactive; i = inactive; ? = inconclusive; . = no result given; & = joins results of further samples. Unless noted, calls follow the shape of the dose curve; as a rule, active = well fitted curve in the direction sought with a large enough effect; inconclusive = small, poorly fitted or top-dose-only effect, or another doubt; inactive = no such curve, though single readings can be large; an effect the other way counts as inactive or inconclusive. Only part of the results is shown; the hit share may differ from the screen's.

item | smiles | EPAC2 antagonist | Nrf2 inh | A549 viability | EPAC2 agonist | MmCpn inh | Nrf2 ARE act | pAkt inh | CCT modulator | TGFb inhibitor
1 | Cc1cc([N+](=O)[O-])cc(C)c1OCC(=O)N/N=C/c1ccc(OC(=O)c2ccccc2Br)cc1 | 6.0% | -14.1% | -7.4% | -5.1% | -2.2% | 3.1% | i | -0.9 | ?
2 | O=C1CCCCCCC1Sc1ccccc1[N+](=O)[O-] (centres undefined) | 9.9% | 6.6% | -0.9% | 9.3% | -0.7% | -0.6% | i | 0.8 | 13.9%
3 | CCOC(=O)Nc1ccc(C)cc1NC(=O)OCC | 7.4% | 2.6% | 3.9% | 6.5% | 0.3% | 0.4% | i | 0.1 | 24.9%
4 | CN(C)c1ccc(/C=N/N=C(N)N)cc1[N+](=O)[O-] | -7.4% | 15.1% | 4.3% | -0.2% | -3.6% | 2.7% | i | -2.5 | ?
5 | COc1ccccc1C1(CC(=O)O)CCOC(C)(C)C1 (centres undefined) | -2.1% | -2.7% | -2.7% | 3.2% | 1.1% | 0.2% | i | -1.6 | 1.3%
6 | CC(C)n1cnc2cc(NCc3ccco3)ccc21 | 9.1% | . | -2.5% | -6.6% | 1.5% | 5.1% | i | -0.4 | 2.8%
7 | CN(C)c1nc(/C=C(\C#N)C(N)=O)c(Cl)n1-c1ccc(F)cc1 | 0.8% | ? | -15.3% | -10.2% | -0.2% | ? | i | -1.0 | -6.1%
8 | CN(CCOc1ccccc1)CC(=O)Nc1cc([N+](=O)[O-])ccc1Cl | -14.1% | 16.4µM* | -8.5% | 2.4% | 0.6% | -0.3% | i | 1.5 | 2.2%
9 | O=C(O)CNS(=O)(=O)c1ccc(Br)s1 | 2.7% | -7.2% | -14.4% | 0.9% | 2.4% | 0.4% | i | -0.4 | -2.1%
10 | C[C@@H]1CCCCO[C@H](CN(C)C(=O)Cc2ccccc2)[C@@H](C)CN([C@H](C)CO)C(=O)c2cc(NC(=O)Nc3ccccc3)ccc2O1 | -16.8% | . | . | -11.8% | . | -0.6% | i | -1.3 | 4.9%
11 | CSc1ncccc1C(=O)OCC(=O)NC1CCS(=O)(=O)C1 (centres undefined) | -3.6% | -4.8% | -6.8% | 3.5% | -0.2% | 0.2% | i | 0.8 | 3.0%
12 | COc1cccc(N2CCN(c3nc4ccc(C(=O)c5ccccc5)cc4n4c(C)nnc34)CC2)c1 | . | -6.9% | 7.2% | . | . | -0.7% | . | . | -21.5%
13 | Cc1ccnc(Nc2nc(-c3ccc(F)cc3)cs2)c1 | -9.3% | ? | -16.0% | 2.8% | 1.4% | 4.6% | i | -0.6 | -13.7%
14 | COc1ccc(C2=NN(C(C)=O)C(c3ccccc3)C2)cc1 (centres undefined) | -1.0% | -13.7% | -7.9% | 8.4% | -3.6% | 4.6% | i | -0.3 | 13.6%
15 | CC(=O)c1cccc(S(=O)(=O)Nc2c(C)nn(C)c2C)c1 | 3.9% | 0.3% | 6.3% | 9.1% | -2.5% | 0.7% | i | 1.2 | 7.5%
16 | CN(C)c1nc(OCCNC(=O)Nc2ccccc2)nc(N(C)C)n1 | 0.0% | -23.7% | 1.2% | 10µM* | -3.5% | -1.9% | . | 0.7 | ?
17 | Cc1cc(C)cc(NC(=O)Nc2ccc(Cl)cn2)c1 | 4.0% | 5.9% | 3.0% | 4.3% | 0.2% | 0.2% | i | -4.1 | -3.7%
18 | CCOC(=O)c1sc(-n2[nH]c(C)cc2=O)nc1C | ? | -4.8% | -0.3% | -18.8% | -5.1% | 5.7% | i | -2.0 | 6.5%
19 | COc1ccc(C)cc1NC(=S)N1CC(C)OC(C)C1 (centres undefined) | 0.7% | 0.1% | -2.1% | -0.9% | -2.0% | -0.4% | i | -47.6* | -23.3%
20 | CC1CCN(c2c(NCc3ccc(C(=O)N4c5ccccc5CC4C)cc3)c(=O)c2=O)CC1 (centres undefined) | 4.9% | 9.2µM* | -18.5% | -1.5% | 1.7% | 2.7% | i | -0.6 | -17.6%
21 | CCc1ccccc1NC(=O)c1noc2c1CC(C(C)(C)C)CC2 (centres undefined) | . | -16.2% | 16.1% | . | . | 1.5% | . | . | 1.9%
22 | Cc1ccc(-n2ncc(C(=O)Nc3ccc(Cl)cc3)c2C2CCNCC2)cc1C | -5.6% | -1.3% | -29.9% | -4.3% | -0.2% | 1.7% | i | 2.2 | -8.6%
23 | CCN1CCN(c2ccc(S(=O)(=O)N3CCCCC3)cc2NC(=O)c2cccc(NC(C)=O)c2)CC1 | -2.0% | 0.6% | -5.3% | -0.3% | 1.6% | 0.4% | i | 1.0 | -18.6%
24 | COC(=O)c1sc2nc(CSc3nc4ccc(C)cc4[nH]3)[nH]c(=O)c2c1C | -11.2% | . | 9.5% | -10.3% | -1.0% | 1.9% | i | -1.7 | 3.7%
25 | Cc1c(Cl)cccc1-n1nc(C)c2c(C)cc(=O)n(CC(=O)N3CCCc4ccccc43)c21 | . | ? | -22.6% | . | . | -1.0% | . | . | -17.1%
26 | CCCCN(C(=O)c1ccc(Cl)c(S(=O)(=O)N2CCOCC2)c1)c1c(N)n(CCC)c(=O)[nH]c1=O | 6.1% | 5.2% | -2.8% | 11.7% | 0.9% | -1.3% | i | -2.3 | 8.8%
27 | Cc1cccc(Nc2ncc(NC(=O)c3cccc(F)c3)c(Nc3cccc(C)c3)n2)c1 | . | -6.4% | -1.3% | . | . | 3.4% | . | . | ?
28 | O=C(C(=O)N1CCN(Cc2ccc3c(c2)OCO3)CC1)c1c[nH]c2ccccc12 | -8.5% | -6.5% | -0.1% | 4.8% | 0.8% | 1.8% | i | -0.4 | ?
29 | O=C(CNc1ccccc1-c1ccccc1)NCc1ccccc1 | 1.9% | 3.5% | 9.8% | 12.1% | -0.2% | 0.2% | i | -3.3 | 10.7%
30 | COC(=O)N/N=C/c1cn(CCCOc2ccccc2)c2ccccc12 | -28.9% | 16.1% | 0.3% | 29.0% | 2.1% | 2.2% | i | -0.7 | ?
31 | CC(Sc1cccc[n+]1[O-])C(=O)Nc1cccc(S(=O)(=O)N2CCOCC2)c1 (centres undefined) | 8.2% | -5.6% | 1.7% | 2.2% | 0.9% | 10.7% | i | -5.4 | -17.6%
32 | Cc1ccc(C(C(=O)NC2CCCCC2)N(C(=O)CCCC(=O)Nc2ccccn2)c2ccc3c(c2)OCCO3)cc1 (centres undefined) | 14.5% | 3.6% | -7.5% | -6.1% | 0.7% | -0.8% | i | -3.5 | -1.0%
33 | COc1ccccc1C(C)NCC(=O)NC(=O)NCc1ccco1 (centres undefined) | -1.3% | 14.0% | -7.7% | 2.6% | 0.2% | 0.4% | i | -2.8 | 2.6%
34 | Cn1ncc(Br)c1C(=O)N/N=C/c1ccc(OS(=O)(=O)c2ccccc2)cc1 | -4.9% | -12.5% | -0.3% | 2.7% | 1.6% | 0.0% | i | 1.6 | -7.2%
35 | Cc1cccc(NC(=O)CN2CCN(C(=O)c3cccc(-n4cnnn4)c3)CC2)c1C | 5.6% | -2.2% | 0.0% | 17.2% | -0.8% | 0.2% | i | -0.6 | 3.2%
36 | O=C(CN(C(=O)CCC(=O)Nc1nccs1)c1cccc(F)c1)NCCc1ccccc1 | 8.6% | -2.6% | -0.9% | 10.3% | -2.8% | -0.6% | i | -3.1 | -6.2%
37 | N#C/C(=C\c1ccccc1OCc1ccc(C(=O)O)cc1)C(=O)Nc1ccc(O)cc1 | -3.2% | -10.6% | -5.2% | 5.7% | 3.6% | -0.9% | i | 0.0 | 3.9%
38 | CCOC(=O)C1CCCN(S(=O)(=O)c2ccc(S(=O)(=O)N(CC)CC)cc2)C1 (centres undefined) | 3.0% | ? | 2.0% | 12.4% | 1.2% | 2.3% | i | -1.2 | -28.9%
39 | COc1ccc(N(CC(=O)N/N=C/c2cc(Br)c(C)o2)S(=O)(=O)c2ccc(NC(C)=O)cc2)cc1 | -11.0% | -6.1% | 1.8% | 5.0% | -1.3% | 6.0% | i | -1.0 | -4.9%
40 | COC(=O)[C@@]12CCCCN1[C@H](c1ccc(-c3ccc(C(C)=O)cc3)c(OC)c1)[C@@H]1C(=O)N(C)C(=O)[C@@H]12 | -0.4% | -9.0% | 0.7% | 17.5% | -21.3% | 2.5% | i | -0.5 | -6.3%
41 | CCS(=O)(=O)Nc1ccc(-c2nc3cccnc3s2)cc1 | 1.9% | 0.0% | -4.2% | -2.9% | -3.1% | 0.3% | i | -1.0 | 3.8%
42 | Cc1ccc(C(=O)O/N=C\c2ccc(N3CCOCC3)c([N+](=O)[O-])c2)cc1 | 13.2% | 1.0% | -6.8% | -5.7% | 1.8% | -0.6% | i | -6.9 | 0.3%
43 | COc1cccc(N=Nc2ccc(O)c3ncccc23)c1 | 0.0% | ? | ? | -2.8% | ? | 11.2µM* | i | -1.8 | ?
44 | O=C1CCN(Cc2ccc(Br)cc2)CCN1[C@H](CO)c1ccccc1 | -2.9% | 12.0% | -1.7% | 0.3% | 0.1% | 0.2% | i | 1.3 | 1.1%&-1.2%
45 | Cc1cccc2nc(CSc3nc4cc([N+](=O)[O-])ccc4s3)cn12 | 3.9% | 2.7% | -1.4% | -0.4% | 0.3% | 8.3% | i | -1.5 | 7.9%
46 | O=c1c(-c2nc3ccccc3s2)cccn1Cc1ccc(Cl)cc1 | -2.2% | -19.7% | -13.0% | 8.6% | -2.6% | 22.9% | i | 0.5 | -28.4%
47 | OC(COC(c1ccc(Cl)cc1)c1ccc(Cl)cc1)CN1CCCC1 (centres undefined) | -16.1% | -13.7% | ? | 11.8% | . | 5.4% | i | -0.7 | 7.7%

Assay outcomes deposited in PubChem BioAssay by National Center for Advancing Translational Sciences (NCATS).
